# Screening data (PubChem BioAssay)
# Rtt109 HAT inh: blocks Candida albicans Rtt109/Vps75 acetyltransferase activity. Q5AAJ8. purified Rtt109/Vps75, ThioGlo CoA-SH fluorescence, 4 h. inhibition, % at 34.9 µM. 330,000 compounds, 0.16% hits. AID 540336;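 active = inhibition of at least 50% in every replicate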
# Target sequence (Q5AAJ8 whole entry, looked up): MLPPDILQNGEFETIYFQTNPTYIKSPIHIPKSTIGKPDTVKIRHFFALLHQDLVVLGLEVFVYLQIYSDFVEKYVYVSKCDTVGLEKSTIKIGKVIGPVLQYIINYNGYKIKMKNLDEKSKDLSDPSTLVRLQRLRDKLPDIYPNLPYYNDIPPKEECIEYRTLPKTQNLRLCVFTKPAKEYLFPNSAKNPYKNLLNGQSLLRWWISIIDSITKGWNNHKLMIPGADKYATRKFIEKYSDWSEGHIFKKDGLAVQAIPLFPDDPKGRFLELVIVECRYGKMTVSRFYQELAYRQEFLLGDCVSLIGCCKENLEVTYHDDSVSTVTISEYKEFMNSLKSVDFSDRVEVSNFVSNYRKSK
# SUMO Mot1 rescue: SUMOylation pathway inhibition by Mot1-301 growth rescue; S. cerevisiae Mot1-301 growth rescue, ATP luminescence, 38.5C; percent above DMSO median, 100 means doubled; growth rescue, % at 18.8 µM; 320,000 compounds, 1% hits; AID 2716;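 active = every valid replicate shows activation above 250% relative to neutral control wells; inactive = the rest, any valid replicate at or below 250%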;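 also: OY570 slx delta 5 strain wells were the positive control but not used for scaling; some compounds called inactive have numbers as strong as hits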
# cardiac RTF act: increases calcium sensitivity of human cardiac regulated thin filaments. IANBD-labeled TnC RTF fluorescence at EC20 calcium; 0% EC20 calcium, 100% full calcium. activation, % at 7.2 µM. AID 493008. 340,000 compounds, 0.24% hits;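 active = activation above the mean over all tested compounds plus 3 SD, cut at about 30% in these data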;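 also: rise in fluorescence read as greater calcium sensitivity of cardiac thin filaments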
# Cardiac RTF inh: cardiac RTF calcium desensitization | inhibition, % at 7.15 µM | AID 493244 | IANBD-labeled cardiac RTF, Ca2+ fluorescence | 340,000 compounds, 0.12% hits;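 active = inhibition above the mean inhibition of all tested compounds plus 3 SD, cut at about 17% in these data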;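 also: assay run at fixed EC70 calcium of 1.6 mM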
# PvdQ inh: blocks Pseudomonas aeruginosa PvdQ acylase activity; purified PvdQ acylase, fluorescence plate reader; inhibition, % at 10 µM; 340,000 compounds, 0.063% hits; AID 488965; in the data active = inhibition above about 30%, passing the limit was not always enough;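 also: 0% = vehicle neutral wells and 100% = reference inhibitor wells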
# Keap1-Nrf2 PPI: Keap1-Nrf2 (human) interaction inhibition | 340,000 compounds, 0.15% hits | inhibition, % at 9.4 µM | Keap1 Kelch-Nrf2 peptide fluorescence polarization, 1536-well | Q14145 | AID 504523; in the data active = inhibition above about 12%;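 also: human Keap1 Kelch domain with fluorescein labeled Nrf2 9mer peptide probe; 0% = neutral control wells and 100% = peptide positive control; higher means more block of Keap1 binding to Nrf2 peptide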
# LANA DNA inh: KSHV C-LANA DNA binding inhibition; MBP-C-LANA/FAM-LBS DNA binding, fluorescence polarization; inhibition, % at 9 µM; 340,000 compounds, 0.078% hits;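 active = highest replicate inhibition at or above 60% at 9 µM, even if other replicates fall short; inactive = all replicates below 60% inhibition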;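 also: 0% = neutral control wells and 100% = 4 µM acridine orange control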
# PfHsp90 yeast 2: inhibits growth of yeast expressing Plasmodium falciparum Hsp90. S. cerevisiae expressing PfHsp90, BacTiter-Glo ATP, 48 h; yeast lacking PDR1 and PDR3 efflux regulators. inhibition, % at 9.4 µM. 310,000 compounds, 0.32% hits;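 active = every replicate shows inhibition above about 80%, whatever the replicate mean, limit read from the data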;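 also: 0% = DMSO neutral controls and 100% = 20 µM radicicol positive controls; yeast relying on Plasmodium falciparum Hsp90 in place of its own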
# CDK5 p35 inh: blocks human CDK5/p35 kinase activity. Q00535+Q15078. Recombinant CDK5/p35, ADP-Glo luminescence, 60 min. inhibition, % at 10 µM. 330,000 compounds, 0.01% hits. AID 488839;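 active = highest replicate inhibition of at least 50% and at least 75% of replicates reaching 50%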;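 also: plate controls were DMSO neutral control for no effect and GW8510 at 10 µM for full effect; many of its hits are not listed in these tables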
# NSD2 HMT inh: NSD2 (human) methyltransferase inhibition | 310,000 compounds, 0.54% hits | inhibition, % at 12.5 µM | AID 743445 | NSD2 peptide methylation, AlphaScreen, 120 min; in the data active = inhibition above about 50%
# dFosB act: enhances mouse delta FosB homodimer DNA binding; P13346; purified delta FosB, TAMRA-CDK5 oligo fluorescence polarization; percent of positive-control signal above neutral wells; activation, % at 25 µM; 340,000 compounds, 0.99% hits; AID 493131;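 active = mean activation above about 17%, with every replicate also reaching it, limit read from the data, passing the limit was not always enough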;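 also: fluorescence polarization rise as delta FosB binds a TAMRA Cdk5 AP-1 oligo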
# Target sequence (P13346 whole entry, looked up): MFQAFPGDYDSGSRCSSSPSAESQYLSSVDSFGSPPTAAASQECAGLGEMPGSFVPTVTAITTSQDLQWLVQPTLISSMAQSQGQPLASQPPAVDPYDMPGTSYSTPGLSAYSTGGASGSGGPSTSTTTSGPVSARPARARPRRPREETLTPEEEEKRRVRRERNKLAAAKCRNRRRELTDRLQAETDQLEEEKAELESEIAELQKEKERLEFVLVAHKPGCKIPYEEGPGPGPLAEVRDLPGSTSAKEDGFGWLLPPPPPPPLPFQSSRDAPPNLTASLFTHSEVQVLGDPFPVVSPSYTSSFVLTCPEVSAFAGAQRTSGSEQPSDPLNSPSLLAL
# The depositor's hits bear a star; . = no result given.
SMILES,Rtt109 HAT inh,SUMO Mot1 rescue,cardiac RTF act,Cardiac RTF inh,PvdQ inh,Keap1-Nrf2 PPI,LANA DNA inh,PfHsp90 yeast 2,CDK5 p35 inh,NSD2 HMT inh,dFosB act
CC(C)c1ccccc1NC(=O)c1cccc(NC(=O)c2ccccc2)c1,0,-7,3,5,-11,-4,-1.3,-15,1.4,1,3
O=C1CC(c2ccc(F)cc2)c2cc3c(cc2N1)CCC3 (configuration not stated),3,3,-2,-2,-12,-5,-0.3,17,2.4,0,-16
CCCn1cc(C(CC(=O)O)C(=O)O)c2ccccc21 (configuration not stated),1,-12,-1,4,-6,1,0.5,.,-0.1,14,-3
COc1ccc(C(=O)CC(=O)C(=O)Nc2cccc([N+](=O)[O-])c2C)cc1,5,-2,12,-8,-18,-4,-1.0,10,-0.2,1,-9
COc1c(C)cc(Br)cc1C(=O)NC(=S)Nc1ccc(Cl)c(C(=O)O)c1,5,-5,-7,-5,-4,-2,3.0,-17,-1.0,-4,-16
COc1ccc(NC(=O)C(OC(=O)c2ccc([N+](=O)[O-])o2)c2ccccc2)cc1Cl (configuration not stated),18,-2,-1,3,8,-3,-1.5,-19,0.1,26,-7
COc1cc2cncc(Cc3ccccc3)c2cc1O,-25,.,-4,-9,-28,-2,1.0,.,-1.0,-2,-5
Cc1nc(C)n(CC(=O)N2CCCC(C(=O)c3cccc4ccccc34)C2)n1 (configuration not stated),8,365*,-1,-11,-10,2,2.6,7,0.8,-1,-3
CC(=O)c1ccc(-n2c(CCC(=O)O)ccc2-c2ccc(C)cc2)cc1,2,-6,2,2,-8,-3,-0.3,-29,1.0,4,-7
Nc1nonc1C(=O)OCC(=O)c1ccc(Cl)cc1,-4,.,-1,-2,6,1,-0.6,7,-0.5,-1,-1
CC(=O)Nc1ccc(Nc2nnc(-c3ccc(O)cc3)c3ccccc23)cc1,-2,-3,2,-4,-8,4,0.8,18,0.8,2,-9
CSc1ccc(S(=O)(=O)N2CCC(C(=O)NCc3ccncc3)CC2)cc1,-3,-1,-1,-3,-6,-3,-1.5,6,-8.8,-2,-4
COCCNc1oc(/C=C/c2ccc(F)cc2)nc1S(=O)(=O)c1ccccc1,-9,-3,-11,9,-14,2,-1.1,-42,-0.3,.,-11
COc1cccc(C(=O)Nc2nc(C)cs2)c1,-1,0,-1,10,-11,-2,-0.4,1,-0.1,5,-3
COc1ccc(CNC(=O)CSc2nc3ccc(OC)cc3[nH]2)cc1,2,-3,1,3,-6,2,-0.6,11,-1.5,-1,-1
COc1ccc(N2C(=O)/C(=C/c3cccs3)NC2=S)cc1,4,-2,-3,-10,-8,-6,0.2,16,-1.4,18,2
COc1ccccc1NC(=O)Nc1nc(CC(=O)NCc2c(F)cccc2F)cs1,-5,.,2,3,-9,-4,-1.5,-22,-1.0,3,10
CCOC(=O)c1c(-c2cccc(C)c2)csc1NC(=O)c1c(-c2ccccc2)noc1C,11,-16,-3,-1,10,-5,-2.1,.,1.3,.,4
O=c1[nH]c2ccc(S(=O)(=O)Nc3ccc(-c4nnc5n4CCCCC5)cc3)cc2o1,8,-12,-5,-6,-9,-4,-1.7,-11,0.2,5,-1
O=C(NC(=S)Nc1ccc(CN2CCOCC2)cc1)c1ccc(-c2cccc(Cl)c2)o1,4,135,3,-3,-4,-4,-0.1,9,2.5,-2,7
CC1(C)C2([N+](=O)[O-])CN3CC1([N+](=O)[O-])CN(C2)C31CCCC1,7,147,-7,1,6,-2,1.3,-21,-0.7,-2,1
O=C(Cc1ccccc1)NC1CCN(C(=O)NCc2ccccc2)CC1,-5,-12,4,-9,-23,-1,6.0,-26,-0.2,1,5
CC1=NN(Cc2ccccc2)C(=O)/C1=C/c1ccc(N(C)C)cc1,-2,11,-6,14,3,-5,-0.9,-5,0.3,10,-8
O=C(NC1CCCC1)C(c1ccccn1)N(Cc1ccc(F)cc1)C(=O)c1csnn1 (configuration not stated),-2,-1,0,-21,-14,0,-0.7,-10,0.4,-1,-4
COc1ccc(CNc2ccc(S(=O)(=O)N3CCN(C)CC3)cn2)cc1OC,0,-5,0,-4,-10,-1,-0.3,.,-0.5,3,0
O=C(Nc1ccc(-c2cnco2)cc1)c1ccc(F)cc1F,3,-6,5,-4,-1,-2,0.4,-12,0.4,0,-3
COc1ccc(S(=O)(=O)N2CCN(c3cccc(C)c3C)CC2)cc1,1,-13,-5,0,-7,-2,5.4,23,0.7,.,-7
CCOc1ccc(C(=O)OCC(=O)NCc2ccco2)cc1OCC,-7,-10,5,0,-17,-6,0.0,3,1.9,4,-9
CC(C)S(=O)(=O)c1csc(NC(=O)Nc2ccc(Cl)cc2)c1Cl,-2,-12,3,-2,-10,-7,0.8,20,-1.7,1,-6
CCCC(=O)c1ccc(N2CCC(C)CC2)c(F)c1,.,15,5,-17,-21,-3,1.5,5,-0.9,0,1
O=C(Nc1ccc2c(c1)ncn2-c1ccccc1)c1ccco1,22,-7,-9,-6,-5,1,0.1,-4,0.0,0,-3
COc1cc2c(cc1OC)C(C)N(CC(=O)Nc1ccc(C)c(S(=O)(=O)N3CCOCC3)c1)CC2 (configuration not stated),0,40,5,-10,-12,-7,-0.9,27,.,-1,-1
CC(=O)c1cccc(S(=O)(=O)N2CCn3cccc3C2C)c1 (configuration not stated),-5,14,3,-6,-19,-5,2.0,.,0.6,3,-3
O=C(COC(=O)C1CCC1)Nc1ccc(Oc2ccccc2)cc1,-2,.,-4,0,-3,1,0.2,.,2.7,12,-7
COc1ccccc1OCC(O)CO (configuration not stated),-6,5,8,1,-3,-9,-0.3,-26,-0.7,.,-11
CC1(C)CC(=O)C2=C(C1)Nc1cc3c(cc1C2c1ccc2c(c1)OCO2)OCO3 (configuration not stated),-95,-23,12,-8,-18,-1,1.3,-7,2.2,.,-3
Cc1nn(-c2ccccc2)c(C)c1-c1nnc(C(F)(F)F)o1,-11,11,-6,3,-3,-5,4.4,14,-1.2,3,-4
Cc1nc(-c2ccc(NC(=O)C(C)(C)C)cc2)c(-c2ccccc2)o1,6,20,-1,-15,-14,-7,1.8,-17,0.3,-1,-11
COc1cc(OC)cc(C(=O)NC(=S)Nc2ccc3[nH]c(=O)[nH]c3c2)c1,-11,71,-1,-6,-7,-3,-0.5,-10,-0.6,-1,24*
CCCCOc1c(C(=O)Nc2ccccc2)nnn1-c1ccccc1,20,363,-4,-12,6,-1,-0.9,-9,-0.7,0,-8
COc1cc(OC)cc(-n2nnnc2SCC(=O)Nc2nc3c(s2)CCCC3)c1,7,-1,3,-7,-16,1,0.2,-10,1.6,-1,-6
C=CCn1c(C)cc(C(=O)CSc2n[nH]c(N)n2)c1C,-13,0,-1,-5,6,-5,0.2,6,-2.9,2,0
CC1(C)CC(=O)C/C(=N\NC(=O)Cc2ccccc2)C1,8,-7,4,-8,11,-5,-0.3,-15,1.1,-2,-5
CSc1nncc(/C(C)=N\Nc2ccccc2)n1,-12,297*,-4,-19,1,2,6.2,7,0.7,.,-1
Cc1cnc(=O)[nH]c1SCc1cccc(C(F)(F)F)c1,-3,-3,-4,-14,-7,5,-0.4,2,.,1,-2
O=c1c2c([nH]c3ccccc13)CCC2,-1,-10,-4,-11,-7,2,-2.8,9,-0.1,-3,-1
CC(C)OCC(O)CN1CCN(CC(O)COc2ccc3c(c2)OCO3)CC1 (configuration not stated),-2,11,8,-6,1,-2,1.1,8,1.6,-2,-4
Cc1ccc(CNC(=O)CNC(=O)c2ccc(C(C)(C)C)cc2)n1C,-10,-5,3,6,-3,-9,-1.3,25,-6.0,5,-9
COCCN1CCN(C(=O)C2CCC(=O)N(CCc3cccc(F)c3)C2)CC1 (configuration not stated),-4,1,-8,-4,-11,-4,-1.1,12,-1.3,-2,-3
Cn1c(CNC(=O)CCNC(=O)c2cccc(Cl)c2)cc(=O)n(C)c1=O,-7,-17,-4,-2,-13,-6,-1.3,-29,-1.0,-3,-3

# The listing continues:
SMILES,Rtt109 HAT inh,SUMO Mot1 rescue,cardiac RTF act,Cardiac RTF inh,PvdQ inh,Keap1-Nrf2 PPI,LANA DNA inh,PfHsp90 yeast 2,CDK5 p35 inh,NSD2 HMT inh,dFosB act
COc1ccc(C)cc1NC(=O)CSc1nnc2ccc(-c3cccnc3)nn12,-7,242,-7,0,4,1,0.4,4,0.3,-4,-2
CCOc1cc(NCc2ccccc2)c2ncn(C(C)C)c2c1,0,81,-2,0,-9,-3,-0.1,-5,0.9,.,-5
Cc1ccc(NC(=O)c2ccc(-c3nn(C)c(=O)c4ccccc34)cc2)cc1,-19,-17,1,-9,-9,-4,-3.9,-40,-0.2,-1,5
C[C@]12c3[nH]c4ccc(Cl)cc4c3CCN1C(=O)[C@@H](CC(=O)NCc1cccc(C(F)(F)F)c1)C[C@@H]2C(=O)N1CCCCC1,7,.,1,-5,-17,-2,6.5,-15,-0.7,.,-18
COc1ccc2cc(C(=O)NCc3ccccc3)c(=Nc3ccc(C(=O)O)cc3)oc2c1,4,-17,-3,-5,-11,-3,-0.5,-13,0.3,.,-16
Cc1nnc(SCC(=O)NC2CC2)n1CCc1ccccc1,-8,1,11,0,-12,-7,0.5,-40,-4.5,-3,-3
CCCNC(=O)c1ccc2c(c1)ncn2-c1ccccc1OC,3,1,-6,-3,-10,-3,-0.3,5,-1.7,21,-9
C/C(=N\NC(=O)CSCc1ccccc1Cl)c1cc(O)ccc1O,7,-5,3,-17,-11,-3,1.6,-3,-2.3,12,-3
Cc1cc2oc(=O)cc(CN(C)Cc3ccccc3F)c2cc1Cl,2,149,-3,-41,-10,-7,0.7,5,0.4,-3,-7
COC(=O)/C=C/c1ccc2c(c1)OCO2,-4,-21,-1,-4,0,0,-2.2,-5,-0.5,-1,-1
Cc1nc2cc(-c3cccc(F)c3)nn2c(C)c1CCC(=O)N1CCN(c2ccccn2)CC1,1,-7,-1,-5,4,-6,-0.6,3,0.1,.,-4
CC(=O)NC1CCC(C(=O)O)(c2ccccc2)C1 (configuration not stated),-6,0,4,1,-18,-3,-0.6,-19,0.4,-1,6
Cc1ccc(S(=O)(=O)N(CC(=O)NCc2ccco2)C2CCCCC2)cc1,4,-23,14,-3,-2,-7,-0.1,16,7.1,5,3
COc1ccc(OC)c(NC(=O)CCNS(=O)(=O)c2ccc3[nH]c(=O)oc3c2)c1,2,0,-3,3,-6,-3,-0.1,7,-0.7,5,-1
Oc1ccc2ccccc2c1CNc1ccc2ccccc2c1,0,.,-3,0,2,-2,-0.6,68,1.4,-2,-7
COc1ccccc1N1CC(C(=O)Nc2ccc(S(=O)(=O)N3CCCC3)cc2)CC1=O (configuration not stated),0,-18,-3,-5,-2,3,0.7,12,0.1,-1,-17
COC(=O)C(Cc1ccc(O)cc1)NC(=O)C(CC(=O)OC(C)(C)C)NC(=O)OC(C)(C)C (configuration not stated),7,-11,-9,9,5,-1,-4.4,-10,0.3,-2,-2

# The order is random; about 3.2% have a hit in one of these screens.
